# From PubChem
# TTR transcr act – activators of transthyretin transcription; SH-SY5Y TTR promoter Gaussia luciferase, luminescence; 100% = recombinant luciferase protein wells; activation, % at 16.7 µM; 1.3% of 92,000 active; AID 1117267;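 active = activation above the mean of all tested compounds plus 3 SD, cut at about 9.5% in these data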;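 note: cells exposed to compounds for one day before reading; 0% = median of all test compound wells on the plate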
# * marks the source's active call; other numbers are inactive results; & = joins results of further samples. Only part of the results is shown. The share of hits here may be higher or lower than overall.
SMILES,TTR transcr act
COc1cccc2c(=O)n(CC(=O)Nc3ccc(F)cc3)ccc12,0.4
Clc1cccc(NCc2ccccc2)n1,1.3
CC(C)(C)S(=O)(=O)N1C[C@@H]2C(=CC[C@H]3C(=O)N(c4ccccc4)C(=O)[C@@H]23)[C@@H]1CCO,2.1
Cc1ccc(CNc2ccc3nnc(-c4ccccc4)n3n2)cc1,-0.4
CCCCCCCc1c(O)nc(SCCN(C)C)[nH]c1=O,-1.1
Cc1cccc(C)c1NC(=O)C1(N2C(=O)CC2c2ccccc2)CCCCC1 (stereo unspecified),0.9
COc1ccc(C(=O)OCC[N+]2(C)CCOCC2)cc1,-1.4
COc1ccc(-c2nc3ccc(Cl)cn3c2Cc2ccccc2C(F)(F)F)cc1OC,0.1
CN(C(=O)COC(=O)c1nc(Cl)ccc1Cl)c1ccccc1,1.5
COc1ccc(C)cc1NC(=O)c1c([N+](=O)[O-])cnn1C,-0.9
CSCCC(=O)N(C)CC1CCN(CCc2cccc(C(F)(F)F)c2)CC1,-2.1
Cc1ccc(C)n1-c1cccc(C(=O)Nc2ccccc2)c1,-0.4
CC(C)C1Cc2[nH][nH]c(=O)c2C(c2ccc(Cl)cc2)O1 (stereo unspecified),0.8
CC1CCCCC1NC(=O)CN1CCC(NC(=O)c2ccc([N+](=O)[O-])cc2)CC1 (stereo unspecified),-0.3
COc1ccc(Cn2c(CCC(=O)Nc3ccc(CC#N)cc3)nc3cccnc32)cc1,-0.2
NC(=O)CC[C@@H]1NC(=O)[C@H](CO)NC(=O)c2cc([N+](=O)[O-])cc(I)c2OCC[C@@H](C(N)=O)NC1=O,1.8
COC(=O)c1sccc1NC(=O)c1cnc2cc(C)nn2c1C,1.5
COc1ccc(-c2csc(N3CCN(c4cc(C)nc5ccccc45)CC3)n2)cc1OC,-5.6
COc1ccc(Cn2c(O)c(/C=N/NC(=O)c3cccnc3)c3ccccc3c2=O)cc1,0.0
COc1ccc2cc(/C(C)=N/NC(=O)C3CC3)ccc2c1,0.2
CCOCCCn1c(=NC(=O)c2cccnc2)c(C(=O)OCC)cc2c(=O)n3ccccc3nc21,-0.8&4.2
O=C(Cn1ncc(Cl)c(Cl)c1=O)NC1CCS(=O)(=O)C1 (stereo unspecified),1.7
COCCNC(=O)C1CCCN(Cc2ccc(-c3ccccc3)cc2)CC1 (stereo unspecified),-1.0
COc1ccc(OC(C)c2ccc(C#N)c(=O)[nH]2)cc1 (stereo unspecified),0.0
COc1ccc(OC)c(NC(=O)COC(=O)Cc2ccc(Br)cc2)c1,0.6

# Among those listed so far, 2 have a CF3 group:
SMILES,TTR transcr act
COc1ccc(-c2nc3ccc(Cl)cn3c2Cc2ccccc2C(F)(F)F)cc1OC,0.1
CSCCC(=O)N(C)CC1CCN(CCc2cccc(C(F)(F)F)c2)CC1,-2.1

# An excerpt of these results, with the structure last.
TTR transcr act | mol
1.5 | CN(C(=O)COC(=O)c1nc(Cl)ccc1Cl)c1ccccc1
0.8 | CC(C)C1Cc2[nH][nH]c(=O)c2C(c2ccc(Cl)cc2)O1 (stereo unspecified)
0.1 | COc1ccc(-c2nc3ccc(Cl)cn3c2Cc2ccccc2C(F)(F)F)cc1OC

# (continued)
SMILES,TTR transcr act
C=CC[C@@H](CC(=O)N(CCO)Cc1ccccc1)C(=O)NC[C@H](OC(=O)[C@@H](CC=C)Cc1ccc(F)cc1)c1ccccc1,-7.2
CCS(=O)(=O)N1CCN=C1SCc1cccc(F)c1,3.8
CC[N+](C)(C)CCN(Cc1ccc(Cl)cc1)c1ccccn1,1.2
CCN1C(=O)[C@H]2[C@@H](c3ccc(OC)cc3)N[C@]3(CCCN(Cc4ccc(Cl)cc4)C3=O)[C@H]2C1=O,-0.5
Cc1ccc(N=C2C(=O)Nc3ccccc32)cc1C,-2.2
CCOC(=O)c1c(C(=O)OCC)c(C)n(Cc2cc(OC)c(OC)c(OC)c2)c1C,-0.4
CC(C)CCCCCCCCc1cccc(O)c1C(=O)O,-0.7
COc1ccc(/C=N/NC(=O)c2nc(-c3ccccc3)cc(-c3ccccc3)n2)cc1,-2.0
C=C(C)CN1CCN(c2c(CCC#N)c(C)c(C#N)c3nc4ccccc4n23)CC1,2.1
COC(=O)COc1ccc(C(C2C(=O)CC(C)(C)CC2=O)C2C(=O)CC(C)(C)CC2=O)cc1,1.2
COc1cc2[nH]c3c(Cl)ncnc3c2cc1OC,1.7
CCOc1ccc(NC(=O)Cn2c(=O)n(CC3CCCO3)c(=O)c3ccccc32)cc1 (stereo unspecified),-1.6
Cc1cc2ncn(/N=C/c3ccc([N+](=O)[O-])o3)c2cc1C,-3.1
Cc1cc2nc(CN(C)C(=O)C3CCC(=O)N(C4CCCC4)C3)[nH]c2cc1C (stereo unspecified),2.6
Cc1cc(C)nc(NS(=O)(=O)c2ccc(N=NN(C)C)cc2)n1,-0.6
COc1ccccc1NCc1nnc(SCC(=O)N/N=C/c2ccco2)n1-c1ccc(Cl)cc1Cl,0.6
O=C(N/N=C1/CCS(=O)(=O)c2ccc(F)cc21)c1cccnc1,1.3
NC(=O)CC(NC(=O)Cc1cccc2ccccc12)c1ccc(NCc2ccc(F)c(F)c2)c([N+](=O)[O-])c1 (stereo unspecified),-0.6
CCOC(=O)C1(Cc2ccccc2C)CCCN(C(=O)c2ccc(COC)o2)C1 (stereo unspecified),-2.2
Cc1ccccc1NC(=S)NCCO,-1.3
COc1ccccc1CN1C(=O)C2CC=CCC2C1=O (stereo unspecified),1.8
COc1ccc(NC(=O)c2ccc(S(=O)(=O)N(C)C)cc2)cc1OC,-1.5
COc1ccc2c(CC(=O)OCC(=O)Nc3sc4c(c3C#N)CCC(C)C4)coc2c1 (stereo unspecified),2.8
Cc1ccc(C(c2sc3nc(C)nn3c2O)N2CCOCC2)cc1 (stereo unspecified),-0.9
O=S1(=O)c2c(cccc2N2CCC[C@@H]2CO)OCCCN1C1CC1,-0.1
# (listing goes on)
SMILES,TTR transcr act
O=C(COC(=O)c1ccccc1C(=O)c1ccc(Cl)c([N+](=O)[O-])c1)NC1CC1,-5.0
Cc1c(Cl)c([N+](=O)[O-])nn1CC(=O)Nc1c(C)n(C)n(-c2ccccc2)c1=O,0.1
CCC(=O)NC(=S)Nc1ccc(S(=O)(=O)N2CCN(C)CC2)cc1,1.0
COc1ccc(Nc2nc(N)nc(CSCCO)n2)cc1,2.8
Cc1ccsc1-c1nc(C(N)=O)c2[nH]c(=O)n(-c3ccc(Cl)cc3)c2n1,2.2
O=C(O)c1cccc(Nc2c([N+](=O)[O-])c(=O)oc3ccccc23)c1,0.2
COc1ccc(CN2CCC(C(=O)N3CCCC(C)C3)CC2)cc1OC (stereo unspecified),1.0
COc1ccc(OC)c(S(=O)(=O)NCC(=O)NC2CCCCCC2)c1,-1.0
O=C(NCCc1c[nH]c2ccccc12)c1cc([N+](=O)[O-])cc([N+](=O)[O-])c1,0.9
CC(C)c1ccc(C(CC(=O)c2ccc(Cl)cc2)C(=O)O)cc1 (stereo unspecified),0.5
Cc1sc2nc(-c3ccccn3)[nH]c(=O)c2c1-c1ccccc1,-3.3
Cc1cc(C(F)(F)F)nc(-n2cc(-c3cccc(N)c3)nn2)n1,0.3
Cc1ccccc1OCCn1c(S(=O)(=O)O)nc2c(N)ncnc21,9.9*
CC(C)C(OC(=O)c1ccccc1)c1nccc2ccccc12 (stereo unspecified),3.8
CCOc1ccc(/C=C2\SC(=S)N(CCC(=O)O)C2=O)cc1,1.0
Cc1cc(C(=O)OCn2nnc3ccccc3c2=O)c(C)n1-c1ccccc1,-1.9
Cc1ccc(-c2ccc(/C=N\NC(=O)C3C(=O)NCC3c3ccccc3)o2)cc1Cl (stereo unspecified),-0.4
Cc1ccc(O)c(-c2cc(-c3cccc(Br)c3)n[nH]2)c1,-1.6
Cc1ccc(-c2nnn(CC(=O)N(c3ccccc3F)C(C(=O)NCC3CCCO3)c3c[nH]c4ccccc34)n2)cc1 (stereo unspecified),3.1
N#C/C(=N\Nc1ccc(Cl)c(Cl)c1)C(=O)C1CC1,-3.1
O=C(CNC(=O)c1ccc(-c2ccccc2)cc1)OCc1c(F)cccc1Cl,-2.5
Cn1ncc2c(NCCO)nc(Cl)nc21,3.9
Cc1cccc(CCN2C(N(C)C)=NC[C@@H]2Cc2ccccc2)c1,-1.7
Cc1ccc(-c2n[nH]c(=S)n2C)cc1,-1.8
O=C(CC(NC(=O)c1ccccc1Cl)c1ccccc1)Nc1ccc2c(c1)OCO2 (stereo unspecified),-1.3

# 5 compounds drawn at random from those above, as already listed:
SMILES,TTR transcr act
CN(C(=O)COC(=O)c1nc(Cl)ccc1Cl)c1ccccc1,1.5
Cc1ccc(-c2nnn(CC(=O)N(c3ccccc3F)C(C(=O)NCC3CCCO3)c3c[nH]c4ccccc34)n2)cc1 (stereo unspecified),3.1
Cc1ccccc1OCCn1c(S(=O)(=O)O)nc2c(N)ncnc21,9.9*
Cc1cccc(CCN2C(N(C)C)=NC[C@@H]2Cc2ccccc2)c1,-1.7
Cc1ccc(CNc2ccc3nnc(-c4ccccc4)n3n2)cc1,-0.4

# (next part)
SMILES,TTR transcr act
CCN1C(=O)[C@H]2[C@H]3CN=C(SC)N3[C@@](Cc3ccccc3)(C(=O)OC)[C@H]2C1=O,2.8
CC1(C(=O)O)C=CCN1C(=O)c1ccccc1 (stereo unspecified),0.9
CCOCCCNC(=O)Cn1nc(-c2ccccc2)ccc1=O,1.1
O=C(Nc1nncs1)C1CCCC1,-0.6
C[C@H](CO)N1C[C@H](C)[C@@H](CN(C)C(=O)Nc2ccc(C(F)(F)F)cc2)Oc2ccc(NS(=O)(=O)c3ccc(F)cc3)cc2C1=O,-0.5
COc1ccc(OC)c(/C=C/C(=O)OCC(=O)N2CCN(S(=O)(=O)c3ccc(C)cc3C)CC2)c1,-1.4
CCOc1ccc(CNC(=O)c2ccco2)cc1,-1.5
CCCCNc1nc(NC)nc(Cl)c1SC,-0.6
COc1ccc(-c2nnc(SCC(=O)NC3CCCc4ccccc43)n2N)cc1 (stereo unspecified),0.6
CN1OC[C@@H]2CN(Cc3ccccc3)[C@H](c3cccc(Oc4ccccc4)c3)C[C@@H]21,-0.2
O=S1(=O)N[C@H](Cc2ccccc2)COc2cc(Br)ccc21,-2.1
COc1ccc(-c2cc(C(F)(F)F)nc(NCc3cccnc3)n2)cc1,-3.3
COc1cc2ccccc2cc1C(=O)Nc1ccccc1N1CCCC1,0.3
CCOc1ccc(CNS(=O)(=O)c2c(C)nc3scc(C)n3c2=O)cc1OC,-1.1
COc1ccc2c(C(=O)CCl)c[nH]c2c1,-2.5
CCCn1c(SCC(=O)c2ccc3c(c2)NC(=O)CO3)nc2ccccc21,3.4
O=C(Nc1ccc(Cl)cc1)OC[C@@H]1CSCCS(=O)(=O)N1,-0.6
C/C=C/c1ccc(OCCOCCOc2cccc3cccnc23)c(OC)c1,4.3
C/C(CC(=O)Nc1ccc(F)cc1)=N\NC(=O)c1ccccn1,1.8
O=C(Cn1nnc(-c2ccc3c(c2)OCO3)n1)NCc1ccco1,-3.1
COc1ccc2oc(C(=O)OCC(=O)NCCc3ccc(S(N)(=O)=O)cc3)c(C)c2c1,0.5
S=C(NCCc1ccccc1)N1CCc2ccccc2C1,-0.4
COCCN(CC(=O)Nc1cccc(C)c1C)C(=O)Cn1cnc2ccccc2c1=O,0.7
CCCCCCCCCC(=O)N1c2ccccc2NC(=O)C1CC(=O)Nc1ccc(C(=O)O)cc1 (stereo unspecified),-1.2
OC(c1ccccc1)c1nc(-c2cccc(F)c2)cs1 (stereo unspecified),-3.0
# Carrying on.
SMILES,TTR transcr act
COc1ccc(OC2C(=O)N(c3ccc(C)c(C)c3)C2c2ccc(OC)c(OC)c2)cc1 (stereo unspecified),0.0
O=Cc1cc(Br)c(OC(=O)N2CCOCC2)c(Br)c1,1.1
CCOC(=O)[C@H]1[C@H]2COc3ccc(OC)cc3[C@@H]2N2C(=O)c3ccccc3NC(=O)[C@@]12C,1.6
NC(=O)Nc1cc(Cl)ccc1Cl,2.1
O=C(O)c1ccc(N2C(=O)c3ccc(C(=O)c4cccc([N+](=O)[O-])c4)cc3C2=O)cc1,7.2
CCN(CC)S(=O)(=O)c1cccc(-c2csc(C)n2)c1,-0.9
O=C(CCc1ccccc1)NCc1ccncc1,0.4
N/C(=N\OC(=O)Cc1ccccc1[N+](=O)[O-])c1ccc(Br)cc1,1.2
N#CCCCCn1ccc(NC(=O)c2ccc(Cl)cc2O)n1,-0.8
N#Cc1ccc2c(c1)nc1ccccn12,-1.1
CCNc1nc(NC(C)C)nc(N(n2cnnc2)S(=O)(=O)c2ccc(C)cc2)n1,2.1
Cc1cnc(-c2nc3ccccc3n2C(C(=O)Nc2c(C)cccc2C)C2CC2)cn1 (stereo unspecified),-0.2
COc1ccc(C(=O)c2c(C(F)(F)F)oc3c2C(=O)c2ccccc2C3=O)cc1OC,-12.8
CCOC(=O)C(C)/C(C)=N/NC(=O)c1cc2ccccc2cc1O (stereo unspecified),6.2
Nc1ccc(N2CCCCC2)cc1N1CCCCC1,-1.7
COC(=O)[C@]12C[C@H](CC(=O)NCc3ccc(OC)c(OC)c3)C(=O)N(Cc3cccc4ccccc34)C1=C[C@H](C1CCCC1)O[C@@H]2C,-3.5
CCC(C)[C@H](NC(=O)[C@@H]1Cc2ccccc2CN1C(=O)OC(C)(C)C)C(=O)NCC1CCC(C(=O)O)CC1 (stereo partly specified),-1.3
Cc1onc(-c2c(Cl)cccc2Cl)c1C(=O)N=C(N)N1CCCC1,0.3
Brc1ccccc1Cn1c(-c2cncs2)nc2ccccc21,2.6
COc1ccc(NC(=O)Nc2ccccc2SC)cc1,1.6
CC(NC(=O)C1CCCC1)c1ccccc1 (stereo unspecified),1.6
CCc1ccc(CNCCNCC(C)O)cc1 (stereo unspecified),5.1
COc1ccc(CN(Cc2ccc(C(=O)O)cc2)C(=S)Nc2cccc(C)c2)cc1OC,-0.4
O=C(N[C@H](CO)Cc1ccccc1)[C@H]1O[C@@H](n2ccc(=O)[nH]c2=O)[C@H](O)[C@@H]1O,3.3
